# Assay outcomes (PubChem BioAssay)
# ATG4B inhibitor – blocks human ATG4B protease cleavage of LC3 substrate; hit rate 0.51% among 340,000; inhibition, % at 8.33 µM; ATG4B cleavage of LC3-PLA2, NBD-HPC fluorescence, 1 h; in the data active = inhibition above about 40%
# Target sequence (Q9Y4P1 whole entry, looked up): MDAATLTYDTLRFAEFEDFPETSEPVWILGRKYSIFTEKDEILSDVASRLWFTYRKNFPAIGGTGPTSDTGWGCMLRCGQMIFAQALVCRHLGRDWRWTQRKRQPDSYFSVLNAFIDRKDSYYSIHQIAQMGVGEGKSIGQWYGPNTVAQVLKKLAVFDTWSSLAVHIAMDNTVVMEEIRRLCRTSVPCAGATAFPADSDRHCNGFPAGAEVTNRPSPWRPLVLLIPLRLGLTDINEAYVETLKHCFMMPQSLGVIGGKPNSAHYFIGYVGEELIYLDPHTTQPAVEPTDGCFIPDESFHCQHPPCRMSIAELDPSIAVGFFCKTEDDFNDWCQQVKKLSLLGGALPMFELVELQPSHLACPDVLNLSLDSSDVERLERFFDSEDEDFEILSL
# APOBEC3A inh – blocks human APOBEC3A ssDNA deamination; inhibition, % at 20 µM; recombinant A3A, FAM/TAMRA ssDNA deamination fluorescence; P31941; AID 493011; hit rate 0.41% among 330,000;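 active = at least 40% inhibition at 20 µM here, with at most 30% in a related deaminase screen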;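 note: plate controls were A3A with DMSO for no effect and wells lacking A3A enzyme for full effect; some results filed as inactive read as strong as hits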
# mIAP activ – mouse IAP activation; AID 2805; hit rate 0.24% among 330,000; activation factor at 10 µM; muIAP, CDP-Star luminescence, 30 min; active compounds read high; 1 = vehicle-only enzyme signal, 0 = enzyme-free wells;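 active = activation factor of at least 2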; note: the source names both 10 and 20 µM as test concentration; values of inactives mirror those of a sister screen read the other way
#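 System: mouse IAP enzyme. Reagent: CDP-Star chemiluminescent phosphatase substrate. Benchmarks: DMSO wells, no-enzyme wells. Times: 30 min enzyme-substrate-compound incubation at room temperature. Detection: luminescence from enzymatic CDP-Star hydrolysis. Doses: test compounds delivered from DMSO solution.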
# mIAP block – blocks mouse intestinal alkaline phosphatase; purified mouse IAP, CDP-Star luminescence, 30 min; inhibition, % at 10 µM; hit rate 0.2% among 330,000;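 active = inhibition of at least 40% at 10 µM in the primary screen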;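 note: plate controls were DMSO with enzyme for no effect and no enzyme wells for full effect; values of inactives mirror those of a sister screen read the other way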
# A3G deaminase – blocks human APOBEC3G single-stranded DNA deamination. Q9HC16. recombinant A3G, ssDNA deamination FAM/TAMRA fluorescence. inhibition, % at 20 µM. hit rate 0.28% among 330,000;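 active = inhibition of at least 40% at 20 µM, with no more than 30% in the related APOBEC3A deaminase screen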;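 note: plate controls were DMSO wells with A3G for no effect and wells lacking A3G enzyme for full effect; some compounds called inactive have numbers as strong as hits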
# MPTP inh – blocks calcium-induced mitochondrial swelling. isolated mouse mitochondria, Ca2+ swelling absorbance, 30 min. inhibition, % at 10 µM. AID 602449. hit rate 1.4% among 360,000;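 active = inhibition of 50% or more, scaled per plate between neutral and stimulator controls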;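 note: 0% = DMSO wells given calcium and 100% = 1 mM EGTA wells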
# hIAP act – increases human intestinal alkaline phosphatase activity | P09923 | hit rate 0.16% among 330,000 | purified human IAP, CDP-Star luminescence, 30 min; active compounds read high; 1 = vehicle-only enzyme, 0 = enzyme-free background | activation factor at 10 µM;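 active = activation factor of the enzyme at least 2-fold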; note: the source names both 10 and 20 µM as test concentration; values of inactives mirror those of a sister screen read the other way
# Target sequence (P09923 whole entry, looked up): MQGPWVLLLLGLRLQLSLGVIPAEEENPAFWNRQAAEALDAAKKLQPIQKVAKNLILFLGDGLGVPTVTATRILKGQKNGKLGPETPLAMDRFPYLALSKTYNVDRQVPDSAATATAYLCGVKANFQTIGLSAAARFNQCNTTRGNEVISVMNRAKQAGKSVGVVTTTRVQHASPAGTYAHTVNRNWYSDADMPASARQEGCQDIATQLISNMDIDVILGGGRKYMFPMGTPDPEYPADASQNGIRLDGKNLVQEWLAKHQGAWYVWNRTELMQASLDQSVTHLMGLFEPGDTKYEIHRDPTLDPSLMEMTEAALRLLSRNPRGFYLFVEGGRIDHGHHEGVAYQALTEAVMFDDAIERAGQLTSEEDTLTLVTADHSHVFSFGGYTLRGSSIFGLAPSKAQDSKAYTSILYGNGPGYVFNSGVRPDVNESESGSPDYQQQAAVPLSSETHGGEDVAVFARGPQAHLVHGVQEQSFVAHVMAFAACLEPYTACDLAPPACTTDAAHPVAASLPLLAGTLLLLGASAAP
# hIAP block – human IAP inhibition | P09923 | purified IAP, CDP-Star luminescence, 30 min | inhibition, % at 10 µM | hit rate 0.12% among 330,000 | AID 2544;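 active = inhibition reaching a set limit with compound at 10 µM in the primary screen, cut at about 35% in these data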;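 note: plate controls were DMSO wells with enzyme for no effect and no-enzyme buffer wells for full effect; values of inactives mirror those of a sister screen read the other way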
# MIN6 prolif – induces beta-cell replication in MIN6 cells; AID 2380; MIN6 cells proliferation, ATPlite luminescence, 48 h; cells starved in 0.2% serum; 100% = growth in 10% serum; hit rate 0.29% among 330,000; proliferation, % at 10 µM;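 active = compounds whose signal lies at least 3.5 SD above the mean of all wells on their plate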;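 note: 0% = DMSO-treated cells in low-serum medium and 100% = 10% serum control; some compounds called inactive have numbers as strong as hits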
# Active calls of the source: *; . = no result given.
entry	Molecule	ATG4B inhibitor	APOBEC3A inh	mIAP activ	mIAP block	A3G deaminase	MPTP inh	hIAP act	hIAP block	MIN6 prolif
1	CC(C)OC(=O)CN1CCN(S(=O)(=O)c2cc(Cl)ccc2Cl)CC1	-2.5	-6.4	1.09	-9.3	-2.8	1.1	0.93	7.0	-2.5
2	O=C1CCc2ccc(OCCCCN3CCN(c4cccc(Cl)c4Cl)CC3)cc2N1	-0.4	-3.4	0.998	0.2	-7.5	79.7*	1.17	-16.8	-8.1
3	Cc1cccc(S(=O)(=O)Nc2nc3ccccc3nc2Nc2cccc(C(=O)O)c2)c1	-3.1	-3.3	0.945	5.5	-7.5	-0.1	1.1	-10.2	6.6*
4	Cc1ccc(-n2nnnc2SCC(=O)NCC2CCCO2)cc1C (stereo not drawn)	-5.5	-1.4	0.997	0.3	-5.7	1.2	1.02	-2.3	-4.0
5	O=C(NCc1ccccc1)C(c1ccncc1)N(C(=O)c1csnn1)c1cccc(F)c1 (stereo not drawn)	-2.4	-2.4	0.906	9.4	-8.6	-0.7	0.747	25.3	0.0
6	Nc1nc(N)nc(-c2ccccc2O)n1	0.7	-0.5	1.04	-4.1	22.4	-1.4	1.04	-3.9	1.3
7	CCN1C(=O)[C@H]2[C@@H](c3ccc(Cl)cc3)N3C(=O)CN(CCOC)C(=O)[C@@]3(C)[C@H]2C1=O	5.4	-7.4	1.11	-10.6	-11.9	-0.9	1.32	-32.1	-3.8
8	Cc1cccc(/C=N/NC(=O)Cc2cccs2)c1	4.0	-1.1	1.03	-2.7	-2.6	2.3	1.16	-16.1	3.0
9	C=CCN1c2ccccc2[C@]23C[C@@H](C(=O)OC)N(C(=O)c4ccc(Br)cc4)C2=NC(C(=O)OC)=C(C(=O)OC)[C@H]13	11.2	2.5	0.955	4.5	-1.4	-0.4	0.897	10.3	-9.1
10	Nc1ncnc(Oc2cccc3cccnc23)c1[N+](=O)[O-]	9.1	-3.0	1.1	-9.8	-8.5	-0.6	1.03	-3.0	1.9
11	O=S(=O)(NCCc1ccc(Cl)cc1)c1cccc2cccnc12	-1.6	5.3	0.964	3.6	-1.0	0.5	0.989	1.1	3.6
12	CCOC(=O)COc1ccc(Br)cc1C1NC(=O)NC(C)=C1C(=O)NCc1ccccc1 (stereo not drawn)	-1.3	3.9	1.01	-0.9	-4.0	-0.5	0.797	20.3	-2.2
13	COc1ccc(NC(=O)CN(C)C(=O)c2cc(-c3ccc(Cl)cc3)nc3ccccc23)cc1	-4.2	20.0	0.875	12.5	-4.6	0.6	0.942	5.8	-6.2
14	Cc1nn(Cc2ccccc2)c(C)c1C(=O)NCCN1C(=O)S/C(=C\c2ccc(F)cc2)C1=O	6.7	1.2	1.01	-0.7	-5.8	1.7	1.12	-12.2	0.0
15	COc1cc(=O)[nH]c(SC(C)C(=O)Nc2ccc3ccccc3c2)n1 (stereo not drawn)	-10.9	-2.3	0.998	0.2	-6.9	-1.7	0.929	7.1	2.2
16	O=C(O)c1ccc(N(c2ccccc2)c2ccccc2)cc1	35.8	3.6	0.915	8.5	7.1	-2.5	0.853	14.7	1.6
17	CCn1c(O)c(N=NC(=O)CNC(=O)/C=C/c2ccco2)c2ccccc21	1.9	1.6	0.917	8.3	2.7	-0.3	0.905	9.5	-2.2
18	Cc1cc(Cl)c(S(=O)(=O)N2CCCC2)cc1OCC(N)=O	10.6	-6.1	1.04	-4.2	-17.8	-2.0	0.914	8.6	-5.0
19	Cc1cc(NC(=O)COc2nnc(-c3ccccc3)c3ccccc23)no1	-0.1	-0.1	1.05	-4.9	-1.5	0.4	0.975	2.5	-1.2
20	CC(C)Nc1nc2n(c(=O)n1)CCN2C(C)C	0.5	1.4	0.926	7.4	2.5	-0.9	0.918	8.2	-1.8
21	CCOC(=O)CCNC(=O)N1CCCC(C(=O)c2cc(C)c(OC)c(C)c2)C1 (stereo not drawn)	-5.2	-6.3	1.07	-7.1	-9.2	1.9	1.06	-5.9	-3.0
22	COc1cc2c(cc1OC)C(C)N(C(C)=O)CC2 (stereo not drawn)	10.1	2.8	1.05	-5.5	9.4	1.1	1.03	-2.8	-1.0
23	CCSc1nc(O)cc(=O)[nH]1	-3.0	-4.0	1.06	-5.7	-5.2	0.4	1.14	-14.2	1.5
24	COc1ccc(C(CNC(=O)C2CC2)N(C)C)cc1 (stereo not drawn)	-6.2	1.8	1.01	-1.1	2.7	0.5	0.748	25.2	-2.2
25	COc1ccc(Cl)cc1N1C(=O)CN(Cc2cc(OC)c(OC)c(OC)c2)C1=S	-5.1	-4.0	0.961	3.9	3.6	-1.2	0.792	20.8	-7.1
26	C[C@@]12CC(=O)NC1N(C(=O)c1ccccc1)C(c1ccccc1OC(=O)c1ccccc1)C2 (stereo partly drawn)	-4.1	1.3	1.03	-3.5	3.7	0.9	1.07	-6.6	2.8
27	COc1ccc(CN2CCNC(=O)C2CC(=O)NCCCn2cccn2)cc1C (stereo not drawn)	-0.4	-3.2	1	-0.2	-3.5	0.4	1.32	-32.1	-0.7
28	Cc1cc(C)cc(NC(=S)N2C3CCCC2CC(NC(=O)C2CC2)C3)c1 (stereo not drawn)	-0.4	-6.2	0.956	4.4	-8.4	-0.3	0.901	9.9	1.1
29	O=C(C1CC1)N1CCN(C(c2ccccc2)c2ccccc2)CC1	-10.9	-0.8	0.998	0.2	-2.4	0.4	1.13	-13.3	1.3
30	CC(C)Oc1ccc(OCCCN2CCCCCC2)cc1	-5.5	-1.0	1.06	-6.2	-1.0	9.3	1.06	-5.7	2.9
31	CCOC(=O)N1CCN(C(=O)CN(c2cccc(C(F)(F)F)c2)S(=O)(=O)c2ccccc2)CC1	3.2	-0.9	0.992	0.8	-3.6	-0.6	1.07	-6.9	-3.4
32	CCC(=O)NCc1c(C)c(C)n(Cc2ccccc2)c1-n1cccc1	4.7	-2.1	1.02	-2.2	-6.4	-0.1	1.02	-1.9	3.0
33	Cc1ccc(NC(=O)COc2coc(CN3CCc4ccccc4C3)cc2=O)cc1Cl	-7.0	-2.2	0.912	8.8	-6.1	1.6	0.922	7.8	-2.6
34	COc1ccccc1N(C)S(=O)(=O)c1ccc(Cl)c(C(=O)OCc2c(C)noc2C)c1	8.3	-1.3	0.868	13.2	-5.9	2.0	1.08	-8.3	-1.9
35	Cc1nn(Cc2ccccc2Cl)c(C)c1C(=O)NC1=NCCS1	-8.1	-4.7	1.18	-18.2	-6.8	0.6	0.962	3.8	-1.0
36	O=C(O)C[C@H]1c2ccc(C(F)(F)F)cc2S(=O)(=O)N1Cc1ccccc1	-6.7	-0.5	1.03	-3.0	-4.0	0.3	0.883	11.7	0.0

# With a hit mark in MPTP inh (from the list above):
No.	SMILES	ATG4B inhibitor	APOBEC3A inh	mIAP activ	mIAP block	A3G deaminase	MPTP inh	hIAP act	hIAP block
2	O=C1CCc2ccc(OCCCCN3CCN(c4cccc(Cl)c4Cl)CC3)cc2N1	-0.4	-3.4	0.998	0.2	-7.5	79.7*	1.17	-16.8

# New compounds follow.
entry	Molecule	ATG4B inhibitor	APOBEC3A inh	mIAP activ	mIAP block	A3G deaminase	MPTP inh	hIAP act	hIAP block	MIN6 prolif
37	CC[C@@]1(C(=O)OC)N[C@H](CN(C)C(=O)C2CCCCC2)[C@@H]2C(=O)N(C)C(=O)[C@@H]21	-2.6	-3.7	1.02	-2.2	-5.1	-2.1	0.929	7.1	1.9
38	Cn1ccnc1Sc1ccc(/C=N/NC(=O)c2ccccc2[N+](=O)[O-])cc1[N+](=O)[O-]	-5.0	-0.7	0.923	7.7	-5.3	0.5	0.884	11.6	-0.6
39	COc1ccc(Br)c2c1C(=O)CC2	-1.2	2.8	1.03	-3.1	-3.4	-0.3	0.914	8.6	-3.3
40	CC(C)(C(=O)O)n1cncn1	-3.3	-0.2	0.918	8.2	-6.1	-0.8	0.996	0.4	1.6
41	COc1ccc(CCN2CCCn3c2nc2c3c(=O)n(C)c(=O)n2C)cc1OC	4.4	-4.3	0.902	9.8	-10.4	-0.6	1.09	-9.4	2.2
42	CC1(C)CC(=O)C2=C(C1)OC(N)=C(C#N)C2c1cn(-c2ccccc2)nc1-c1ccc(F)cc1 (stereo not drawn)	4.2	2.6	1.03	-3.4	-8.6	11.8	0.977	2.3	-3.3
43	O=C(O)C(Cc1c[nH]c2ccccc12)N1C(=O)C2C3c4ccccc4C(c4ccccc43)C2C1=O (stereo not drawn)	1.9	-0.5	0.913	8.7	-6.0	-2.4	0.95	5.0	-1.7
44	CC(=O)N1CCCc2cc(S(=O)(=O)N3CCN(C4CCCCC4)CC3)ccc21	-11.9	2.0	0.778	22.2	-0.3	3.3	0.866	13.4	2.5
45	Cn1ccnc1C(=O)C1CCCN(Cc2cn[nH]c2-c2ccc(-c3ccccc3)cc2)C1 (stereo not drawn)	-17.3	0.2	0.912	8.8	-3.5	0.6	1	-0.4	1.0
46	O=C(O)c1cc(-c2ccc3ccccc3n2)nc2ccccc12	5.2	-3.0	0.902	9.8	-6.0	0.0	0.939	6.1	-4.7
47	CN(Cc1cccs1)C(=O)/C=C/c1ccccc1[N+](=O)[O-]	-0.3	-4.8	0.977	2.3	-5.8	-0.9	1.07	-7.0	-3.0
48	COc1ccc2c(c1OC)C(=O)N(c1ccc(C)c(C)c1)C2=O	-13.0	-2.7	1.03	-3.0	-2.9	0.5	1.08	-7.8	3.3
49	Cc1noc(C)c1COc1ccc(C(=O)N2CCN(c3ccccc3O)CC2)cc1	-7.6	-4.6	1.04	-4.3	-7.0	-0.3	0.925	7.4	-3.0
50	Fc1ccc(-c2csc(/C=C/c3ccc4c(c3)OCO4)n2)cc1	8.1	-1.0	0.927	7.3	-3.7	1.0	1.12	-12.4	-3.1
51	O=C(COC(=O)/C=C/c1cccc(Br)c1)NC1CCCC1	5.3	-1.8	0.943	5.7	-2.0	-0.6	0.992	0.8	-3.2
52	CCn1c(SCc2ccc(Cl)cc2)nnc1-c1ccccc1	-3.2	0.5	0.961	3.9	-1.1	0.6	1	-0.4	1.6
53	CCc1noc(C)c1C(=O)N1CCCC(C(=O)c2ccc(OC)c(F)c2)C1 (stereo not drawn)	-0.8	2.1	1.04	-3.9	1.9	-1.7	0.983	1.7	1.1
54	CCOP(=O)(c1ccccc1)c1nc(-c2ccccc2Cl)oc1N1CCCCC1 (stereo not drawn)	1.7	1.1	1.02	-2.2	1.4	10.5	1.04	-3.7	-5.3
55	CC(c1cc2ccccc2s1)N(O)C(N)=O (stereo not drawn)	.	-0.9	0.998	0.2	1.4	.	1.05	-5.4	-3.3
56	CCOC(=O)C(NC(=O)NC1CCCCC1)(c1ccccc1)C(F)(F)F (stereo not drawn)	19.1	-0.6	0.834	16.6	-3.7	-3.0	1.06	-6.4	-2.5
57	CCc1nnc(NC(=O)CSc2nnc3c4ccccc4n(C)c3n2)s1	7.5	-2.1	0.998	0.2	-8.4	-0.5	1.02	-1.7	-2.7
58	CC(NC(=O)COC(=O)c1ccc(N(C)C)cc1)c1ccccc1 (stereo not drawn)	-11.2	-1.0	0.935	6.5	-3.1	-0.6	1.07	-7.0	-1.7
59	CCC(=O)Nc1cccc2c1C(=O)N(C)C2=O	-4.9	-0.3	0.978	2.2	-6.2	-0.1	0.836	16.4	1.9
60	Cc1cnc(C(=O)N2CCCC(N3CCN(c4cccc(C(F)(F)F)c4)CC3)C2)cn1 (stereo not drawn)	-8.9	0.5	1.01	-0.6	-6.0	1.1	0.938	6.2	-2.4

# Not a hit list. About 3.3% of those tested had a hit in this group.
